Bioassay records from PubChem BioAssay.
MITF TRPM1 HTS = activators of MITF-driven TRPM1 promoter reporter, primary screen, cell-based, SK-MEL-5, luciferase, single point; AID 588334, 2011; SK-MEL-5 TRPM1-promoter luciferase, 24 h; % of positive control, neutral wells = 0; actives 0.75% (n = 300,000); activation, % at 12.5 µM;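 active means mean activation of at least 80% with every replicate also reaching 80%; inconclusive means mean reaches 80% but some replicate falls short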;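 further: 0% = neutral control wells and 100% = parthenolide positive control wells; values of inactives mirror those of a sister screen read the other way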
Rtt109 Vps75 = inhibitors of C. albicans Rtt109/Vps75 HAT, primary screen, biochemical, ThioGlo CoA-SH fluorescence, plate reader | purified Rtt109/Vps75, 4 h | inhibition, % at 34.9 µM | actives 0.16% (n = 330,000) | AID 540336, 2011 | Histone acetyltransferase RTT109 (Candida albicans (strain SC5314 / ATCC MYA-2876)), …;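 active means inhibition of at least 50% in every replicate; inconclusive means best replicate reaches 50% inhibition but some replicates fall short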
Target sequence (Q5AAJ8 whole entry, looked up): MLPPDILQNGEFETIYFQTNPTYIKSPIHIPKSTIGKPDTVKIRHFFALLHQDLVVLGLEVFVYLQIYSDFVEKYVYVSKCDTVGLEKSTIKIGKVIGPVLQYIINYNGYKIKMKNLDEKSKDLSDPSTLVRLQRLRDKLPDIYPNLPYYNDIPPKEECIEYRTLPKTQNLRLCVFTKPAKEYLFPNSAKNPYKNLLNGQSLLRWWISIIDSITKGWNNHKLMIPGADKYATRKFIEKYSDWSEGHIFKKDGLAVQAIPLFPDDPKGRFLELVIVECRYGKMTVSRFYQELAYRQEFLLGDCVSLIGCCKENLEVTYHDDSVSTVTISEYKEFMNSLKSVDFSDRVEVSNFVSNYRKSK
CDK5 inh = inhibitors of human CDK5/p35 kinase, primary screen, biochemical, single concentration. Cyclin-dependent kinase 5 (Homo sapiens) + Cyclin-dependent kinase 5 activator 1 (Homo …. Recombinant CDK5/p35, ADP-Glo luminescence, 60 min. inhibition, % at 10 µM. actives 0.01% (n = 330,000). AID 488839, 2010;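 active means highest replicate inhibition of at least 50% and at least 75% of replicates reaching 50%; inconclusive means only one of the two criteria met; inactive means both criteria failed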;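 further: plate controls were DMSO neutral control for no effect and GW8510 at 10 µM for full effect; many of its hits are not listed in these tables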
Target sequence (Q00535 whole entry, looked up): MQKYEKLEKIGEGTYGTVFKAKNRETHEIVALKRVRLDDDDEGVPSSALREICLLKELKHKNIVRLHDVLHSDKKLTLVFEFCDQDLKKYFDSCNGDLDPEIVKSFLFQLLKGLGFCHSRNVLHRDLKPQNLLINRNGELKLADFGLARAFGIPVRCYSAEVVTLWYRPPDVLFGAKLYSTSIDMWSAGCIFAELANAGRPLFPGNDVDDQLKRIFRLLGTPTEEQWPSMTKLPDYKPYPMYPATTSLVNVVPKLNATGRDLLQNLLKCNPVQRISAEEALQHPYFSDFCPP
Target sequence (Q15078 whole entry, looked up): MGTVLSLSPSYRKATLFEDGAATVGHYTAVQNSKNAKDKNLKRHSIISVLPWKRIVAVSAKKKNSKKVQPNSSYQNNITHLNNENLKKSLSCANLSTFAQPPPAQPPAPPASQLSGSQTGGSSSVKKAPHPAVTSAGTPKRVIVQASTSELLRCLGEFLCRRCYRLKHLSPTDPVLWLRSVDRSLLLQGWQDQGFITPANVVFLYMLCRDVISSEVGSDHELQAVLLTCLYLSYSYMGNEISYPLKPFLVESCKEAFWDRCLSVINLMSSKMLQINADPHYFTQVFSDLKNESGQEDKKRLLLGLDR
Wnt bcat act = Wnt/beta-catenin pathway activators, primary screen, cell-based, plate reader, single point; Wnt/beta-catenin reporter cell assay, activator; activation, % at 9.35 µM; actives 1.2% (n = 300,000); in the data active means activation above about 30%, passing the limit was not always enough; inconclusive means no clear call, values can overlap the other calls;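 further: 0% = neutral control wells and 100% = positive control wells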
cardiac RTF act = cardiac RTF calcium sensitivity activators, primary screen, biochemical, IANBD-TnC fluorescence, EC20 calcium | Troponin I, cardiac muscle (Homo sapiens) + Troponin T, cardiac muscle (Homo sapiens) + … | IANBD-labeled TnC RTF fluorescence at EC20 calcium; 0% EC20 calcium, 100% full calcium | activation, % at 7.2 µM | actives 0.24% (n = 340,000);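 active means activation above the mean over all tested compounds plus 3 SD, cut at about 30% in these data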;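 further: rise in fluorescence read as greater calcium sensitivity of cardiac thin filaments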
CAL PDZ FP-1 = CAL PDZ peptide-binding inhibitors, primary screen, biochemical, fluorescence polarization, Cer-tagged CAL PDZ, HTS; actives 0.02% (n = 330,000); purified CAL PDZ, TMR-peptide fluorescence polarization, 1 h; Golgi-associated PDZ and coiled-coil motif-containing protein (Homo sapiens), Q9HD26; inhibition, % at 20 µM; AID 504414, 2011;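 active means highest replicate inhibition of at least 40%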;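 further: plate controls were DMSO neutral control wells for no effect and unlabeled competitor peptide control wells for full effect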
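Material – purified CerCALP PDZ construct · Detection – FP readout, S and P plane fluorescence · Measure – percent inhibition from loss of millipolarization · Controls – unlabelled peptide for full inhibition, DMSO wells as neutral · Probe or stimulus – TMR-labelled reporter peptide T*-PRC34 bound in PDZ groove · Times – 1 h at RT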
V-ATPase pHluor = regulators of yeast V-ATPase proton pumping, primary screen, pHLuorin cytosolic pH fluorescence; S. cerevisiae; response, % at 10 µM; actives 0.37% (n = 350,000); AID 504577, 2011; in the data active means response mostly above about 7.3%, no sharp cut-off; inactive means mostly below about 5.4%; further: actives read high; inactives centre near 0; some compounds called inactive have numbers as strong as hits
CAL PDZ FP-2 = untagged CAL PDZ binding inhibitors, primary screen, biochemical, fluorescence polarization, HTS | Golgi-associated PDZ and coiled-coil motif-containing protein (Homo sapiens), Q9HD26 | purified CAL PDZ, TMR-peptide fluorescence polarization, 1 h | inhibition, % at 24.9 µM | actives 0.92% (n = 300,000) | AID 602252, 2012;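 active means mean inhibition of at least 30% with at least half of replicates also reaching 30%; inconclusive means no clear call, values can overlap the other calls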;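 further: 0% = DMSO neutral control and 100% = excess unlabeled competitor peptide PRC23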
Tat transport = E. coli Tat export inhibitors, primary screen, MC4100, TorA-mCherry reporter, fluorescence, single point | AID 488895, 2010 | inhibition, % at 10 µM | actives 0.036% (n = 340,000);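 active means mean replicate inhibition at least 50% and at least half of replicates individually reaching 50%; inconclusive means only one of the two criteria met; inactive means neither criterion met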;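 further: exported cargo escapes ClpAP degradation while cytoplasmic cargo is degraded and loses fluorescence; 0% = median of neutral control wells and 100% = median of NaSCN control wells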
dFosB activator = activators of delta FosB homodimer, primary screen, biochemical, fluorescence polarization, TAMRA-CDK5 oligo, single point; AID 493131, 2011; purified delta FosB; percent of positive-control signal above neutral wells; actives 0.99% (n = 340,000); activation, % at 25 µM;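 active means mean activation above about 17%, with every replicate also reaching it, limit read from the data, passing the limit was not always enough; inconclusive means only one of the two conditions met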;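 further: fluorescence polarization rise as delta FosB binds a TAMRA Cdk5 AP-1 oligo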
Active calls of the source: *; u = inconclusive; x = not tested or not shown.

The line under a structure holds: MITF TRPM1 HTS, Rtt109 Vps75, CDK5 inh, Wnt bcat act, cardiac RTF act, CAL PDZ FP-1, V-ATPase pHluor, CAL PDZ FP-2, Tat transport, dFosB activator
(1) O=C(Cc1cccs1)Nc1nnc(COc2ccccc2)s1
    x, x, 0.2, -3.4, -4.0, -2.1, -1.2, -3.1, -5.2, -3.1
(2) O=C(/C(C=Nc1cccc(C(F)(F)F)c1)=C(/O)c1ccco1)C(F)(F)F
    28.0, -0.2, -2.2, x, 1.0, -0.9, -3.0, -3.2, 6.8, -1.2
(3) CCOc1ccccc1Oc1coc2cc(OC(=O)c3ccco3)ccc2c1=O
    -4.2, -9.2, 3.0, x, 5.9, -2.3, -4.5, x, -1.3, -10.2
(4) CCCCN1C(=O)/C(=C2/Sc3ccccc3N2C)S/C1=N\c1ncn[nH]1
    -12.8, 0.5, -0.5, -6.6, 6.0, 1.4, 0.4, x, -12.2, -40.5
(5) O=C(OCc1ccc(Cl)cc1)c1ccccc1C(=O)c1ccccc1
    35.1, 3.5, 0.3, x, -4.3, -0.4, 2.8, x, 1.6, -1.8
(6) Oc1ccc(-c2cc(-c3ccc(O)cc3)nc(-c3ccccc3)n2)cc1
    5.5, 0.0, 0.0, 1.6, -1.8, -1.5, -3.9, -0.9, 3.1, -32.1
(7) O=C(NCc1ccco1)c1cc([N+](=O)[O-])cc([N+](=O)[O-])c1
    -11.8, 8.2, -1.4, -2.8, -0.6, -0.9, -2.1, 0.0, -4.5, -0.9
(8) CC(C)Cc1csc(NC(=O)c2ccccc2Cl)c1C(=O)O
    -4.9, -1.8, 0.7, x, 2.7, 0.7, -2.1, 2.0, -12.5, 5.3
(9) CCCn1c(SCC(=O)Nc2ccccc2C(=O)NC2CC2)n[nH]c1=O
    -7.2, 3.8, 1.0, -0.6, -2.1, -0.6, -3.2, x, 4.5, -8.6
(10) C[C@H]1C(=O)N(C)CCN1C(=O)c1ccccc1OC1CCN(S(C)(=O)=O)CC1
    0.2, -4.7, -0.6, 0.3, 5.7, 0.2, 0.4, 3.9, 1.5, -2.8
(11) C/C(=N\NC(=O)c1ccc(CN2CCOCC2)cc1)c1ccc([N+](=O)[O-])cc1
    -1.3, 4.7, 0.0, -3.1, -2.2, -2.5, 2.3, -5.1, -5.0, -1.2
(12) Cc1ccc(CC2SC(N=C(N)N)=NC2=O)cc1 (stereo not given)
    4.5, -2.5, 0.1, 2.3, 2.1, -1.8, 0.4, 0.4, -7.3, 2.9
(13) CCCCc1nnc(NC(=O)CSc2nc(O)c(Cc3ccccc3)c(=O)[nH]2)s1
    8.9, 10.6, 4.7, -0.7, -0.8, x, 0.8, -3.2, 5.0, -1.9
(14) COc1ccc(/C=N\NC(=O)c2ccc(Cn3cc(Br)c([N+](=O)[O-])n3)o2)c(OC)c1C
    1.9, 5.4, 0.8, -0.7, 11.7, -1.2, 2.3, -4.3, -5.5, u
(15) CCCCNC(=S)N/N=C/c1ccc(C#N)cc1
    0.2, -3.9, 0.3, -0.2, x, -0.4, -0.8, -8.1, -4.7, -12.1
(16) Cc1ccc(-c2noc(CCCC(=O)NC3CCCCC3)n2)cc1
    -7.0, -3.1, 1.1, -1.7, 7.9, -0.8, -2.2, -2.8, -5.5, 3.4
(17) CCN1C(=O)CC(N2CCN(CC(=O)NC(C)C)CC2)C1=O (stereo not given)
    -3.1, 1.2, -7.6, x, 2.7, x, 5.6, -0.5, 20.7, 2.5
(18) Cc1cc(C)c2c(c1)cc(C)c1nnc(SCC(=O)Nc3ccccc3N3CCOCC3)n12
    -5.3, 8.0, 1.2, x, -6.2, -2.9, 0.0, -2.5, 5.1, -11.8
(19) CCOC(=O)N1CCN(C(=O)c2ccc3c(c2)N(Cc2ccc(F)cc2)CCS3)CC1
    -13.6, 0.1, -0.2, -0.2, 2.0, -1.1, 1.8, x, 3.3, -10.7
(20) Cc1nccn1CC(O)COc1ccc(Cl)cc1Cl (stereo not given)
    x, 13.6, -1.1, -1.6, 0.5, 0.7, -0.7, -5.1, 18.0, -10.5

Brought forward from above: 2 entries, followed by the next part.
The line under a structure holds: MITF TRPM1 HTS, Rtt109 Vps75, CDK5 inh, Wnt bcat act, cardiac RTF act, CAL PDZ FP-1, V-ATPase pHluor, CAL PDZ FP-2, Tat transport, dFosB activator
(19) CCOC(=O)N1CCN(C(=O)c2ccc3c(c2)N(Cc2ccc(F)cc2)CCS3)CC1
    -13.6, 0.1, -0.2, -0.2, 2.0, -1.1, 1.8, x, 3.3, -10.7
(20) Cc1nccn1CC(O)COc1ccc(Cl)cc1Cl (stereo not given)
    x, 13.6, -1.1, -1.6, 0.5, 0.7, -0.7, -5.1, 18.0, -10.5
(21) COc1ccc(NC(=O)CSc2nnc(Cc3cccs3)n2C)cc1
    0.5, 1.1, 0.3, -1.3, -4.4, -1.8, 2.7, 9.4, -0.7, -3.4
(22) CCOC(=O)C1(Cc2ccccc2C)CCCN(C(=O)c2sccc2C)C1 (stereo not given)
    -3.2, -4.1, 1.2, 3.6, -2.4, -2.2, 1.7, -4.1, -5.6, -18.4
(23) CCc1nc(N)c(C#N)c(-c2cccnc2)c1C
    -7.3, -3.1, 1.9, -1.8, 0.8, -0.8, 4.7, x, 2.8, 2.7
(24) Nc1cc2c(cc1Br)-c1ccccc1C2=NO
    15.7, 9.4, 5.3, 33.5*, -2.1, 0.1, -2.5, -2.5, -0.6, -8.5
(25) Cc1ccc(-n2c(C)nnc2SC(C)C(=O)N2CCCC2)cc1 (stereo not given)
    0.7, 1.3, -0.5, 14.2, -7.9, -2.5, -1.9, -0.7, -0.8, -6.1
(26) O=C(c1ccc(Cl)cc1)C1CCN(CC(=O)N2CCCCC2)CC1
    -13.3, 28.1, 0.6, -4.5, -4.8, -1.5, 4.6, -2.5, 2.9, -10.8
(27) O=C(NC(=S)Nc1ccc(S(=O)(=O)Nc2ncccn2)cc1)c1cccc(Br)c1
    -7.8, 4.2, 1.1, 0.6, -2.2, -3.0, 1.9, -4.7, -7.6, -3.6
(28) COc1cccc(-c2cc(C(F)(F)F)nc(N3CCCCC3)n2)c1
    x, -6.2, 0.3, -1.9, -3.8, x, -1.3, -3.6, 0.7, 0.9
(29) COc1ccccc1OCCOc1ccc(/C=N/n2cnnc2)cc1
    7.4, -4.3, 0.8, x, 2.6, -1.4, -2.8, -12.9, -4.1, -4.4
(30) Cc1ccc(C(=O)NCCNS(=O)(=O)c2ccccc2[N+](=O)[O-])cc1
    x, -9.3, -1.3, 4.3, 0.7, -0.2, 2.5, -1.5, -0.5, -1.5
(31) c1ccc2c(CSCCc3ccncc3)cccc2c1
    -2.3, 0.5, 0.6, x, -7.1, 0.1, 0.0, -1.3, 1.0, -8.4
(32) CC1(C)N=C(N)N=C(N)N1c1cccc(C(=O)O)c1
    -1.3, 20.8, 0.2, -4.0, 5.6, -1.0, -0.1, -9.7, 0.1, 0.6
(33) CC(C)CCN1CCN(CC(c2ccccc2)c2ccccc2)CC1CCO (stereo not given)
    16.8, 16.4, -0.9, x, -4.7, -0.4, -1.3, -0.1, 0.5, 1.2
(34) CN(CCC(=O)Nc1ccc2c(c1)OCO2)Cc1ccccc1
    4.4, x, 0.2, x, -0.5, -1.8, -3.2, 7.2, -6.9, -2.5
(35) CCCCC(NC(=O)COc1cc2c(c3oc(=O)cc(C)c13)CCC(C)(C)O2)C(=O)O (stereo not given)
    -12.4, 2.4, 0.9, -2.7, 3.7, -1.2, -1.9, 0.1, 2.4, -1.3
(36) CCC1CSC(Nc2ccc(C(=O)/C=C/c3ccc(Oc4ccccc4)cc3)cc2)=N1 (stereo not given)
    -2.6, -2.0, -0.7, x, -5.5, -0.3, -1.0, -1.0, -12.6, -17.2
(37) CC1CCC2(CC1)NC(=O)N(Cc1nnc(-c3cccs3)o1)C2=O (stereo not given)
    9.5, 2.0, 0.9, 4.1, -2.7, -0.9, 11.2, -0.3, -2.7, 0.0
(38) CC(=O)CC(CC(=O)NC1CCCCC1)c1ccccc1 (stereo not given)
    x, -1.1, 0.3, 1.5, 2.1, 0.6, 2.4, -2.7, 17.5, 1.0
(39) CCCc1cc(C(=O)Nc2nnc(C)s2)cs1
    85.0*, -3.3, -0.3, 29.4, 3.4, x, -1.7, -4.3, 1.1, -6.1
(40) CC(C)c1ccc(NC2CCCN(C(=O)c3cccc4nccnc34)C2)cc1 (stereo not given)
    -7.9, 3.2, x, -0.2, 1.4, -1.5, 0.8, -2.3, -9.5, -2.8

More results:
The line under a structure holds: MITF TRPM1 HTS, Rtt109 Vps75, CDK5 inh, Wnt bcat act, cardiac RTF act, CAL PDZ FP-1, V-ATPase pHluor, CAL PDZ FP-2, Tat transport, dFosB activator
(41) CN(C)CCCN=c1cc(-c2ccccc2)oc2ccc(Cl)cc12
    84.0*, 4.9, 3.1, 12.0, 2.9, -3.5, 3.7, -1.9, -6.1, -1.5
(42) COc1ccc(CNC(=O)C2CCCN(S(=O)(=O)c3ccc4c(c3)C(C)(C)C(=O)N4C)C2)cc1 (stereo not given)
    -11.9, -1.2, 0.9, -1.1, 2.2, 0.3, 0.5, x, 1.6, -6.9
(43) COc1ccccc1Nc1nc(-c2ccc([N+](=O)[O-])cc2)nc2ccccc12
    -18.9, 5.8, -0.8, x, -1.5, -1.9, -6.2, -3.6, -1.3, -0.4
(44) CN(Cc1c(F)cccc1Cl)c1nnnn1-c1ccccc1
    -4.5, 1.4, -1.5, -9.1, 5.3, -4.7, 3.4, -3.5, -14.3, -6.2
(45) CCOCCn1ccc2c(OCC(=O)Nc3ccccc3F)cccc2c1=O
    13.0, -1.9, 0.8, -0.8, 3.5, -1.7, -0.7, -1.4, -4.8, -10.3
